# West Nile virus CPE: inhibition of WNV-induced cytopathic effect – cell-based, CPE readout (AID 1621); West Nile virus-infected cells, CPE inhibition; higher % means a stronger effect; CPE inhibition, % at 10 µM; hits with a dose series show IC50 in µM; 0.02% of 290,000 active; in the data active means a potency from the dose series; inconclusive means CPE inhibition mostly from about 3.7% at the one dose, without a potency; inactive means the rest, 99 in 100 with CPE inhibition below about 2.2%; further: strong numbers were not always called active
# T cell HTS: modulates CD8 T cell binding to vesicles; calls only at 7 µM; 0.068% of 330,000 active; 2C CD8+ T cell-vesicle binding, flow cytometry; active compounds read low;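 active means response, share of CD8 T cells binding vesicles, and their 90th percentile fluorescence all below set limits, cut at about 80% in these data, passing the limit was not always enough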
#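 Material: 2C TCR transgenic mouse naive CD8+ T cells, MACS-purified. Also added: QL9-charged Drosophila Ld/ICAM-1/B7-1 vesicles. Timing: binding 1.5 h at 37 °C. Measured by: high-throughput flow cytometry with anti-B7-1 and anti-CD8 staining. Read-out: percent CD8+ FL2 mean versus row control. Controls: Unloaded micro-vesicles (low), QL9 vesicles with 0.7% DMSO (high).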
# NTR1 ag: agonists of NTR1, primary screen, imaging, U2OS cells, beta-arrestin-GFP, high content (AID 493036); P30989; NTR1-U2OS beta-arrestin-GFP spot imaging, agonist mode; activation, % at 20 µM; 0.17% of 330,000 active;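 active means activation at or above 40% of the spot to cytoplasm intensity ratio, with at least 20 cells analyzed; inconclusive means wells under 20 cells, flagged as cytotoxic or low count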;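 further: 0% = DMSO without peptide and 100% = 100 nM NTR1 peptide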
# Target sequence (P30989 whole entry, looked up): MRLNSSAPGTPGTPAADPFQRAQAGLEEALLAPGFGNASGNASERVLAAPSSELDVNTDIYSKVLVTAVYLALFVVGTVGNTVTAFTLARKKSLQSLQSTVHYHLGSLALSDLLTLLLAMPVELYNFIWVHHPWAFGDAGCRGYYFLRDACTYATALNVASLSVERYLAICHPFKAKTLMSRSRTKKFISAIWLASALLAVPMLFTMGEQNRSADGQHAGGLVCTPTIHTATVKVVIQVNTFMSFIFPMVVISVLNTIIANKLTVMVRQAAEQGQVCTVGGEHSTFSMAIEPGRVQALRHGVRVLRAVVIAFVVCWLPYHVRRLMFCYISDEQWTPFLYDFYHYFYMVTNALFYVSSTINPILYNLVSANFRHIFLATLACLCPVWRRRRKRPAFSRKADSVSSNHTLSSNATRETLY
# GPR55 activation: GPR55 agonists via beta-arrestin recruitment, primary screen, imaging, U2OS cells, beta-arrestin-GFP redistribution (AID 1961) | one-dose activation, % at 10 µM; EC50 in µM for titrated hits | 0.048% of 290,000 active | U2OS GPR55 beta-arrestin-GFP redistribution imaging; higher % means a stronger effect;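 active means activation above 40% with more than 50 cells counted in the well; inconclusive means wells holding fewer than 50 cells, flagged as toxic or sparse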;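 further: U2OS osteosarcoma cells stably expressing GPR55 and beta-arrestin-GFP; plate controls were DMSO negative control for no effect and LPI positive control for full effect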
# KOR beta-arrestin-1: kappa opioid receptor activators – cell-based, luminescence, uHTS, primary screen (AID 1777) | 0.02% of 280,000 active | activation, % at 10 µM; hits with a dose series show EC50 in µM | KOR beta-arrestin recruitment, luminescence; higher % means a stronger effect; in the data active means activation above about 50%, passing the limit was not always enough; further: a part of the inactive calls stands beside numbers as strong as those of hits
# GPR35 antagonists: inhibition of zaprinast-stimulated GPR35 beta-arrestin translocation – imaging, U2OS, beta-arrestin-GFP, zaprinast agonist, primary screen (AID 2058) | U2OS GPR35 beta-arrestin-GFP translocation imaging, zaprinast antagonism; higher % means a stronger effect | inhibition, % at 10 µM, or IC50 in µM where a hit was titrated | 0.052% of 290,000 active;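 active means inhibition of at least 50% with at least 30 cells and total cytoplasm GFP at most 10,000,000; inconclusive means under 30 cells or total GFP of 10,000,000 plus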
# KOR beta-arrestin-2: KOR antagonists, beta-arrestin recruitment, cell-based, luminescence, uHTS (AID 1778); KOR beta-arrestin recruitment, luminescence, antagonist mode; higher % means a stronger effect; 0.091% of 290,000 active; one-dose inhibition, % at 10 µM; IC50 in µM for titrated hits; in the data active means inhibition above about 50%; further: strong numbers were not always called active
# GPR55 antagonists: inhibition of LPI-stimulated GPR55 beta-arrestin translocation – imaging, U2OS, beta-arrestin-GFP, LPI agonist, primary screen (AID 2013). U2OS GPR55 beta-arrestin-GFP translocation imaging, LPI antagonism; higher % means a stronger effect. 0.13% of 290,000 active. inhibition, % at 10 µM; hits with a dose series show IC50 in µM;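 active means spots per cell inhibited over 60%, with over 100 cells counted and total cytoplasm intensity under 500,000; inconclusive means wells with under 100 cells, flagged as likely toxic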;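 further: U2OS cells stably carrying GPR55 and arrestin-GFP stimulated by 5 µM LPI near EC80; imaged beta-arrestin-GFP aggregate spots per cell after agonist stimulation; plate controls were LPI-stimulated DMSO wells for no effect and DMSO wells without LPI for full effect; some results filed as inactive read as strong as hits; confirmed hits need IC50 under 10 µM and bright autofluorescent wells are also inconclusive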
# PhoP inhibition: inhibitors of PhoP regulon expression, primary screen, Salmonella Typhimurium, GFP reporter (AID 1863); S. Typhimurium PhoP-regulated promoter GFP reporter, 4 h; higher % means a stronger effect; one-dose inhibition, % at 50 µM; IC50 in µM for titrated hits; 0.16% of 300,000 active;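 active means inhibition over 29.93%, a cutoff 3 SD above the screen mean, later confirmed by dose response; inconclusive means inhibition over 29.93% but no dose response follow-up; inactive means inhibition at most 29.93% or unconfirmed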;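 further: 0% = low Mg2+ inducing control and 100% = high Mg2+ repressing control; strong numbers were not always called active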
# T cell HTS vesicle-bound %: second read-out of T cell HTS, no call of its own (marks repeat the call); double positive events, %; measured here: CD8+ vesicle-bound cell fraction;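 binding gate set so that unloaded-vesicle control wells show 10% double positive cells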
# NTR1 ag cell count 20 µM: also measured in NTR1 ag; calls as there; cell count; measured here: cell count, cytotoxicity flag
# The depositor's hits bear a star; i = inactive; ? = inconclusive; · = no result given; [ ] = dose if it differs, or a comment.
SMILES,West Nile virus CPE,T cell HTS,T cell HTS vesicle-bound %,NTR1 ag,NTR1 ag cell count 20 µM,GPR55 activation,KOR beta-arrestin-1,GPR35 antagonists,KOR beta-arrestin-2,GPR55 antagonists,PhoP inhibition
CCN1CSC(=S)N(Cc2ccccc2)C1,?,i,19,0.0,85,-0.3%,-3.5%,2%,1%,-2%,10%
O=C(Cc1cccs1)Nc1nnc(SCC(=O)N2CCCCC2)s1,0.0%,i,31,-0.9,97,-0.1%,-4.2%,5%,-1%,-2%,0%
COCCCn1cc(C(=O)c2cc(OC)ccc2OCC(=O)N2CCCCC2C)cc(C#N)c1=O (centres undefined),-0.6%,i,11,-1.0,30,-0.1%,-2.2%,2%,-20%,9%,4%
COc1ccc(-c2cc(C(F)(F)F)n3nc(C(=O)N4CCOCC4)nc3n2)cc1,-0.4%,·,·,·,·,-0.1%,-1.8%,-8%,25%,2%,3%
COc1cccc(/C=N/NC(=O)c2cc3c(OC)c(OC)ccc3[nH]2)c1OC,2.3%,·,·,·,·,-0.4%,-1.7%,-8%,·,-5%,-7%
COc1cccc(C(=O)N2CCN(Cc3nc(CC4CC4)no3)CC2)c1,-0.3%,i,34,-0.9,50,0.3%,2.1%,-6%,-4%,-3%,-3%
COc1cccc(C(=O)NCC2CCCO2)c1 (centres undefined),·,·,·,·,·,-0.3%,-3.5%,13%,-34%,-11%,-3%
O=C(Nc1ccc2nc3n(c(=O)c2c1)CCCCC3)C(=O)N1CCN(c2ccccc2F)CC1,0.2%,i,21,1.9,55,-0.2%,-8.6%,5%,-2%,-4%,5%
CC(C)C(NC(=O)c1cccc(S(=O)(=O)N2CCOCC2)c1)C(=O)NCCc1ccccn1 (centres undefined),0.5%,i,52,0.8,91,-0.1%,2.6%,-5%,-58%,-9%,3%
O=C(Nc1ccccn1)C1(c2ccccc2)CCCC1,-0.4%,i,40,1.6,85,-0.1%,-1.6%,3%,-8%,1%,-3%
Nc1nnnn1/N=C/c1cccs1,0.7%,·,·,2.7,42,0.3%,-0.2%,-2%,22%,-7%,-2%
CC(C)Sc1n[nH]c(=O)n1-c1ccccc1,0.1%,i,38,-0.1,46,0.5%,3.6%,3%,21%,-6%,-10%
N#Cc1c(SCC(=O)Nc2ccccc2C(F)(F)F)sc2c(O)cc(=O)[nH]c12,0.0%,i,19,-1.6,48,-0.2%,-6.7%,-1%,12%,-4%,2%
CCC(=O)N1CCc2cc(Br)cc(S(=O)(=O)NCCN3CCCCC3CC)c21 (centres undefined),-0.5%,i,26,-1.8,84,0.5%,-1.6%,-2%,16%,5%,-9%
O=C(C(=O)N1CCOCC1)c1c[nH]c2ccccc12,0.9%,i,49,0.3,41,0.1%,-2.9%,27%,-39%[20 µM],-5%,6%
COC(=O)c1ccc(C(=O)OC)c(NS(C)(=O)=O)c1,0.2%,i,29,0.9,71,-0.1%,3.2%,-4%,-4%,-6%,4%
COc1ccc(-n2c(SCC#N)nnc2-c2ccc(NS(=O)(=O)c3ccc(C)cc3)cc2)cc1,1.0%,i,31,29,99,-0.3%,-3.8%,-14%,2%,28%,1%
CCOc1cc(N2CCOCC2)c(OCC)cc1NC(=O)c1ccccc1C,0.4%,i,4,0.9,35,0.1%,-4.5%,-15%,-2%,-6%,-10%
Cc1csc(NC(=O)Cc2nn(C)c(=O)c3ccccc23)n1,-0.2%,i,53,2.6,53,-0.1%,1.5%,-18%,-4%,-3%,8%
COc1cc(C)c(Cl)cc1S(=O)(=O)NCCCN1CCOCC1,-0.1%,i,27,-1.5,49,-0.2%,-3.9%,23%,6%,0%,-1%
Cc1ccc(N=Nc2ccc(O)cc2)c(Br)c1,-1.3%,i,42,6.9,60,0.4%,1.7%,6%,-5%,17%,11%
O=C(Nc1cccc(NC(=S)NC(=O)c2cccs2)c1)c1ccccc1,0.0%,i,52,-1.1,57,0.6%,-1.2%,14%,16%,10%,-5%
O=C(NCc1ccc2c(c1)OCO2)C1CCN(S(=O)(=O)N2CCOCC2)CC1,-0.1%,i,15,0.4,59,-0.2%,0.9%,-3%,38%,-8%,14%
Cc1cc(C)c(C#N)c(Cl)n1,0.9%,i,40,0.8,30,0.2%,2.6%,20%,0%,-3%,16%
CC1CCCN(C(=O)Nc2ccc(Br)cc2Cl)C1 (centres undefined),-0.1%,i,61,0.8,94,-0.1%,4.5%,-11%,-13%[20 µM],-14%,3%
Cc1cc(C)c(C)c(OCCCCn2cnc3ccccc3c2=O)c1,-1.3%,i,21,1.5,71,-0.3%,0.4%,-2%,-4%,16%,0%
COc1ccc(CCNC(=O)CCn2c(=O)c3cccn3c3ccc(F)cc32)c(OC)c1OC,0.4%,i,9,1.0,61,-0.2%,-3.9%,19%,-16%,3%,-1%
CC(C)=NNc1cc([N+](=O)[O-])cc2c1C(=O)N(C)S2=O (centres undefined),0.2%,i,7,-0.3,31,0.7%,-3.2%,-2%,-10%,-2%,10%
CCC(C)NC(=O)Nc1ccccc1F (centres undefined),0.2%,i,13,1.4,52,-0.3%,3.6%,-2%,-17%,0%,-5%
NS(=O)(=O)c1ccc(CNC(=O)Cc2ccccc2F)cc1,-0.5%,i,60,-0.8,46,0.3%,2.2%,3%,35%,-3%,8%
COc1ccc2c(c1OC)C(=O)N(c1nccs1)C2,0.3%,i,11,-1.3,38,-0.3%,-2.9%,0%,-8%,3%,11%
COc1ccc(OC)c2c1CC(C)(C)NC2=O,-0.2%,i,44,1.8,56,0.3%,-1.3%,-6%,6%,7%,9%
COc1ccc(CC(=O)N/N=C/c2ccc(Cl)s2)cc1OC,-0.5%,i,20,-0.5,89,-0.1%,1.2%,-1%,-30%,-6%,-4%
Cc1ccc(SCC(=O)Nc2ccc(C(=O)Nc3ccc(O)cc3)cc2)cc1,0.3%,i,46,-0.4,51,0.2%,10%,-1%,-60%[20 µM],8%,3%
O=C(Nc1ccc2nc(-c3ccco3)[nH]c2c1)c1cccs1,0.0%,i,24,-1.8,42,-0.5%,-2.9%,-11%,-7%,-2%,-5%
CCCCNc1ncnc2c1cnn2-c1ccc(Cl)cc1,0.2%,i,52,0.5,96,-0.1%,9.1%,4%,-42%,-17%,5%

# An excerpt of these results, with tabs.
smiles	West Nile virus CPE	T cell HTS	T cell HTS vesicle-bound %	NTR1 ag	NTR1 ag cell count 20 µM	GPR55 activation	KOR beta-arrestin-1	GPR35 antagonists	KOR beta-arrestin-2	GPR55 antagonists	PhoP inhibition
CCCCNc1ncnc2c1cnn2-c1ccc(Cl)cc1	0.2%	i	52	0.5	96	-0.1%	9.1%	4%	-42%	-17%	5%
CC(C)=NNc1cc([N+](=O)[O-])cc2c1C(=O)N(C)S2=O (centres undefined)	0.2%	i	7	-0.3	31	0.7%	-3.2%	-2%	-10%	-2%	10%
CC1CCCN(C(=O)Nc2ccc(Br)cc2Cl)C1 (centres undefined)	-0.1%	i	61	0.8	94	-0.1%	4.5%	-11%	-13%[20 µM]	-14%	3%

# Next section:
SMILES,West Nile virus CPE,T cell HTS,T cell HTS vesicle-bound %,NTR1 ag,NTR1 ag cell count 20 µM,GPR55 activation,KOR beta-arrestin-1,GPR35 antagonists,KOR beta-arrestin-2,GPR55 antagonists,PhoP inhibition
O=C(NC(=S)NCc1ccccc1)c1cccs1,-0.7%,i,6,2.4,46,0.2%,1.9%,-19%,2%,9%,-4%
Cc1noc(C)c1S(=O)(=O)N1CCC(C(=O)c2ccccc2)CC1,-0.5%,i,24,0.4,41,0.2%,-2.0%,5%,-8%,3%,-8%
Cc1ccc(S(=O)(=O)N2CCC(C(=O)N3CCC(C(=O)NCC4CCCO4)CC3)CC2)cc1 (centres undefined),·,i,21,0.2,51,0.0%,-3.9%,2%,30%,11%,-6%
CC1(C)Cc2c(sc(NC(=O)C(=O)N3CCCCC3)c2C(N)=O)CO1,0.6%,i,2,-0.4,61,-0.1%,0.6%,18%,8%,-21%,12%
Cc1ccc(C)c(OCCCC(=O)O)c1,0.3%,i,34,1.2,76,-0.1%,-2.1%,8%,-32%,4%,-22%
O=C(CSc1nc2c(cnn2-c2ccc(F)cc2)c(=O)[nH]1)N1CCCCC1,1.5%,i,40,0.1,59,-0.3%,-1.7%,-6%,-26%,8%,0%
Cc1ccc(/C=C2\SC(=S)N(NS(=O)(=O)c3ccc(C)cc3)C2=O)cc1,-0.2%,i,38,2.4,58,0.8%,6.1%,12%,-77%[20 µM],5%,-8%
Cn1ccnc1Sc1nnnn1-c1ccccc1,0.3%,i,16,-0.4,86,-0.1%,-1.9%,14%,2%,0%,8%
Cc1ccn2cc(-c3cccc(NC(=O)CCC(=O)O)c3)nc2c1,0.0%,i,53,0.5,60,0.1%,3.8%,6%,-19%[20 µM],10%,-4%
CCOC(=O)C1=C(CS(=O)(=O)c2ccc(F)c(C)c2)NC(=O)NC1c1ccc(O)c(O)c1 (centres undefined),-0.1%,i,41,-2.3,60,-0.2%,-4.7%,1%,-16%,-6%,5%
OCCC#Cc1ccc(CN2CCN(C3CCCCC3)C(CCO)C2)cc1 (centres undefined),-0.7%,i,56,-0.5,83,0.2%,-0.7%,-5%,-3%,7%,-7%
Cc1c(Cc2ccccc2)sc(N)c1C(N)=O,0.1%,i,30,4.5,41,-0.1%,-7.5%,-7%,24%,-3%,5%
Cc1onc(-c2c(Cl)cccc2Cl)c1NC(=O)N1CCSCC1,0.1%,i,31,-1.4,61,0.6%,-1.2%,-12%,35%,6%,-6%
O=C1CCc2cc(S(=O)(=O)N3CCN(c4ccccc4F)CC3)ccc2N1,-1.1%,i,30,3.9,50,0.0%,0.4%,-4%,-20%,3%,-4%
O=c1c([N+](=O)[O-])cccn1Cc1ccccc1Cl,-0.8%,i,49,-0.5,50,-0.3%,2.2%,-10%,7%,16%,17%

# Three compounds from above, arranged by the number in KOR beta-arrestin-1, ascending.
canonical_smiles | KOR beta-arrestin-1
Cn1ccnc1Sc1nnnn1-c1ccccc1 | -1.9%
O=C(CSc1nc2c(cnn2-c2ccc(F)cc2)c(=O)[nH]1)N1CCCCC1 | -1.7%
O=C1CCc2cc(S(=O)(=O)N3CCN(c4ccccc4F)CC3)ccc2N1 | 0.4%

# Random draw from the library. Share with any hit: about 0.62%.
